# Screens: PubChem, several laboratories
# G6PDH CS = inhibits Leuconostoc G6PDH, flagging false hits in G6PDH-based assays | 200,000 compounds, 0.12% hits | Purified L. mesenteroides G6PDH, diaphorase/resazurin coupled fluorescence, 45 min | inhibition, % at 5 µM | AID 1020; in the data active = inhibition above about 50%
# Hsp70 act = transcriptional activators of Hsp70; 200,000 compounds, 0.04% hits; activation, % at 10 µM; HeLa Hsp70 promoter luciferase reporter, luminescence; scaled: vehicle 0, proteasome-inhibitor control 100%;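 active = activation above the mean across all tested compounds plus 3 SD, cutoff set per campaign, cut at about 5.5% in these data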;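 note: 100% = MG132 at 30 µM as the positive control and 0% = DMSO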
# FLuc inh counter = inhibits firefly luciferase, flagging false hits in luciferase inhibition screens; P08659; ATPLite firefly luciferase biochemical luminescence, 10 min; inhibition, % at 10 µM; 200,000 compounds, 1.5% hits; AID 1006;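 active = inhibition above about 50% when tested at 10 µM, limit read from the data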
# Target sequence (P08659 whole entry, looked up): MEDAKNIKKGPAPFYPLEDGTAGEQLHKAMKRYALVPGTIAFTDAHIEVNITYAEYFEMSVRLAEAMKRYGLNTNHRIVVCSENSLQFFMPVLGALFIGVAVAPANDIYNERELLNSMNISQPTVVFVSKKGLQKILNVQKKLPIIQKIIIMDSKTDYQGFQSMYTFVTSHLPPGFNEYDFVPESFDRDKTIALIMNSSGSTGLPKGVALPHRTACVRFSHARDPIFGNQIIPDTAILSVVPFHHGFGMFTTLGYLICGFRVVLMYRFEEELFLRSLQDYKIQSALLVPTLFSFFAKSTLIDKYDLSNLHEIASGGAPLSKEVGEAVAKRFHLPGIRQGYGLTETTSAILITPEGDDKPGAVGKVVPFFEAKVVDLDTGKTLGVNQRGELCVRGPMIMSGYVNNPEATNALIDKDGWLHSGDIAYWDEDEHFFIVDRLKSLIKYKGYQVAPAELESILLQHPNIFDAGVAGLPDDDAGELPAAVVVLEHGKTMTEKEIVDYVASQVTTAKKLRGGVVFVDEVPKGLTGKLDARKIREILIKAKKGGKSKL
# DTT redox prof = compounds producing H2O2 with reducing agent – biochemical, NIH compound library profiling, artefact control for MLSCN library redox annotation, primary screen. 200,000 compounds, 0.03% hits. AID 878. activation, % at 10 µM. DTT-dependent redox cycling H2O2, phenol red/HRP absorbance; 100% = 100 µM peroxide control, 0% = buffer;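 active = activation of at least 50% relative to the plate's high and low controls in the primary single-dose screen; inactive = activation below 50%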;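 note: compound incubated with DTT at 0.8 mM final as the reducing agent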
# APP 5UTR inh = APP translation inhibition; SH-SY5Y APP 5'UTR-luciferase reporter, luminescence; inhibition, % at 2 µM; 190,000 compounds, 0.82% hits;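 active = inhibition above a set limit, derived from the sample mean plus 3 SD, cut at about 45% in these data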; note: values of inactives mirror those of a sister screen read the other way
# APP 5'UTR act = APP 5'UTR luciferase reporter activation; SH-SY5Y APP 5'UTR luciferase reporter, luminescence; zero percent = DMSO vehicle wells; activation, % at 2 µM; 190,000 compounds, 1% hits; AID 1276;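 active = activation above a set limit, based on mean plus 3 SD of controls, cut at about 140% in these data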; note: values of inactives mirror those of a sister screen read the other way
# NF-kB expr up = NF-kB expression increase, human neuronal cells; fold change at 12.5 µM; 190,000 compounds, 1.6% hits; AID 1239; NF-kB reporter expression; stronger effect = higher value; in the data active = fold change above about 3.3
# FLuc act counter = affects firefly luciferase, flagging false hits in luciferase stimulation screens; activation factor at 10 µM; ATPlite luciferase biochemical, luminescence, 10 min; 0 = ATP-free wells, 1 = DMSO control; 200,000 tested, under 10 active; P08659;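 active = luciferase activation factor, scaled between plate controls, of at least 2 with compound at 10 µM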
#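 Material: Luciferase/luciferin reagent mix | Doses: Test compounds dosed from 2 mM stocks in 100% DMSO | Timing: 10 min incubation after luciferase reagent addition, room temperature | Measured by: Luminescence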
# HMGR II inh = inhibitors of class II HMG-CoA reductase from Enterococcus faecalis; 190,000 compounds, 0.41% hits; inhibition, % at 10 µM; purified E. faecalis HMGR, NADPH absorbance 340 nm kinetic; AID 1066;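 active = inhibition above a set limit, the median over all tested compounds plus 3 SD, cut at about 9.5% in these data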;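 note: enzyme runs in reverse so mevalonate oxidation gives rising NADPH absorbance; 0% = complete reaction with DMSO and 100% = background rate lacking mevalonate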
# STAT1 act = increases IFN-gamma driven STAT1 reporter signal; NIH 3T3 STAT1-luciferase reporter, luminescence; 100% = IFN-gamma alone, no compound; activation (% of control), % at 5.5 µM; 200,000 compounds, 2.6% hits; AID 932;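 active = activation above the screen-wide mean activation plus 3 SD, cut at about 130% in these data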;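 note: raw ratio to IFN-gamma control signal so 100% means no change and 0% no light; values of inactives mirror those of a sister screen read the other way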
# * marks the source's active call; other numbers are inactive results; x = not tested or not shown.
no.	molecule	G6PDH CS	Hsp70 act	FLuc inh counter	DTT redox prof	APP 5UTR inh
1	O=c1cc(-c2ccc(O)cc2)oc2ccc(O)cc12	0	0.2	26	0.1	-60
2	O=C(Nc1ccncc1)c1c(F)cccc1F	-16	-0.1	-6	-1.0	3
3	c1ccc(C2CCCN(Cc3nc(CC4CC4)no3)CC2)cc1 (configuration not stated)	9	-0.3	-4	1.0	-10
4	CCC1(C(=O)OC)NC(c2ccco2)C2C(=O)N(c3ccc(C)cc3)C(=O)C21 (configuration not stated)	7	-0.4	-8	1.2	-13
5	COc1ccc(C2C(C(=O)NCc3cccnc3)c3cc(OC)c(OC)cc3C(=O)N2C)cc1 (configuration not stated)	2	-0.4	-3	0.2	-18
6	O=[N+]([O-])c1cc(Br)cc(/C=N/n2cnnc2)c1O	10	0.4	-7	-0.2	-30
7	Cc1ccc(Cn2c(CN3CC(C)OC(C)C3)nc3c2c(=O)[nH]c(=O)n3C)cc1 (configuration not stated)	0	-0.2	-4	-0.3	9
8	CC(=O)Nc1ccc(Oc2ccc([N+](=O)[O-])cc2Cl)cc1	-3	-0.2	-1	-0.7	23
9	COc1ccc(F)cc1C(=O)C1CCCN(C(=O)c2ocnc2C)C1 (configuration not stated)	12	-0.3	4	-0.3	15
10	CCOc1nc(C)cc(C)c1S(=O)(=O)c1cccc(C)c1	13	-0.1	-7	-1.1	3
11	Cc1ccc2nc(-c3ccccc3)c(-c3ccccc3)nc2c1	8	-0.4	-4	0.1	10
12	CCOC(=O)N1CCC(NC(=O)c2cc(C(=O)NC3CCCC3)ccc2CO)CC1	-7	-0.1	-5	-0.3	-13
13	O=C(CN1C(=O)C2C3C=CC(C3)C2C1=O)Nc1nncs1 (configuration not stated)	0	-0.4	-4	-2.7	-18
14	O=C(CCSCCc1ccccn1)Nc1ccc(Cl)cn1	10	-0.1	-4	0.2	0
15	CCOc1cc(C2C(C(=O)N3CCCCC3)=C(C)NC3=C2C(=O)CC(C)(C)C3)ccc1O (configuration not stated)	6	0.4	-7	-0.6	-3

no.	APP 5'UTR act	NF-kB expr up	FLuc act counter	HMGR II inh	STAT1 act
1	60	4.1*	0.7	4	150*
2	-3	0.86	1.1	5	105
3	11	1.4	1	-2	104
4	13	1.1	1.1	-2	104
5	18	0.99	1	-2	95
6	30	1	1.1	-4	97
7	-9	1.4	1	-5	91
8	-23	0.9	1	1	101
9	-15	1.1	1	1	100
10	-3	0.88	1.1	-3	96
11	-10	1.1	1	0	105
12	13	0.95	1	-7	99
13	18	1.1	1	-5	92
14	0	1.3	1	-7	106
15	3	0.97	1.1	-2	98

# Continuation:
no.	molecule	G6PDH CS	Hsp70 act	FLuc inh counter	DTT redox prof	APP 5UTR inh
16	COc1ccc2[nH]c3ccc(OC)cc3c2c1	2	-0.2	3	-2.0	-5
17	N#Cc1ccc(CSc2nnc3ccccn23)cc1	11	-0.3	-6	0.3	19
18	COc1ccc(S(=O)(=O)CCC(=O)N(C)c2ccc(OC)cc2OC)cc1	-4	-0.4	1	-4.8	-4
19	COC(=O)CSC1=C(C#N)C(c2ccccc2)CC(=O)N1 (configuration not stated)	0	-0.1	-1	1.6	7
20	COc1ccc(CNC(=O)Nc2cc(C)ccc2C)cc1	4	0.2	1	0.4	6
21	CC(c1ccccc1)C(CC(=O)O)C(=O)NC1CCCCC1 (configuration not stated)	0	-0.1	-3	-0.8	11
22	COCCCn1ccc(O)c(Cc2ccc(F)cc2)c1=O	-3	-0.5	-6	2.5	-14
23	Cc1ccc(NC(=O)c2ccc(S(=O)(=O)NCC3CCCO3)cc2)cc1 (configuration not stated)	3	-0.2	0	-0.2	10
24	COc1ccc(C(=O)/C=C/Nc2ccccn2)cc1	3	-0.6	92*	0.0	-134
25	CC(=O)c1c(C)[nH]c(C(=O)CSc2nnc(-c3ccccc3)n2Cc2ccc3c(c2)OCO3)c1C	2	-0.1	-11	0.5	-1
26	Clc1ccc(Cn2ncc3c(N4CCCCC4)ncnc32)cc1	1	0.1	-6	0.0	-16
27	O=C(CCn1nc(-c2ccc(Cl)cc2)ccc1=O)NCCCN1CCCCCC1	8	-0.5	-4	0.1	3
28	N#C/C(=C\c1ccc(O)c(Br)c1)C(=O)NCc1ccccc1	25	0.2	0	-0.2	-26
29	Cc1c(/C=N/NC(=O)CNc2ccccc2)c2ccccn2c1C(=O)c1ccccc1	-52	-0.4	0	0.2	-3
30	Cc1cc(SCC(=O)Nc2cccnc2Cl)nc2ccccc12	-7	0.2	-2	-0.1	-16

no.	APP 5'UTR act	NF-kB expr up	FLuc act counter	HMGR II inh	STAT1 act
16	5	1.3	1	0	114
17	-19	1.1	1.1	-2	94
18	4	1.4	1	1	97
19	-7	1.6	1	-2	100
20	-5	0.89	1	-1	100
21	-11	1.1	1	-6	105
22	14	1.1	1.1	1	106
23	-10	1.1	1	-6	95
24	134	2.2	0.1	-6	24
25	1	1.7	1.1	-5	102
26	17	0.51	1.1	-1	97
27	-3	1	1	0	110
28	26	0.94	1	1	101
29	3	0.52	1	-1	103
30	16	1.4	1	-3	93

# Going on with the list.
no.	molecule	G6PDH CS	Hsp70 act	FLuc inh counter	DTT redox prof	APP 5UTR inh
31	Cc1cccc(NS(=O)(=O)c2ccc3nc(-c4ccccc4)[nH]c3c2)c1C	5	-0.3	-4	0.3	-12
32	O=C(CCN1C(=O)S/C(=C\c2cccs2)C1=O)NC1=NCCS1	0	-0.2	-3	x	10
33	O=S(=O)(Nc1nccs1)c1ccc(Cl)cc1	2	-0.2	-4	0.2	2
34	Cc1ccc(NC(=O)CSc2nn(-c3ccc(Cl)cc3)c(=S)s2)cc1S(=O)(=O)N(C)C	-12	-0.3	-1	0.2	-22
35	CC(C)CCNC(=O)c1ccc2c(c1)N(Cc1ccccc1)C(=O)CS2=O (configuration not stated)	5	-0.3	-3	-0.4	-12
36	Cc1nn(-c2ccccc2)c(Cl)c1/C=C1\SC(=S)NC1=O	0	-0.4	0	0.2	10
37	COc1ccc(N(C(=O)c2ccc(Br)o2)C2C=CS(=O)(=O)C2)c(OC)c1 (configuration not stated)	3	-0.2	-11	-0.3	-3
38	O=C(N/C(=C\c1cccnc1)C(=O)N1CCOCC1)c1ccco1	11	-0.1	-2	-1.5	-15
39	Cc1ccc(C(=O)Nc2cccc(Oc3ccccc3)c2)o1	-1	0.0	15	-0.1	-17
40	COC(=O)Nc1ccc(S(=O)(=O)N2CCN(c3ccc(F)cc3)CC2)cc1	-4	-0.3	-8	2.7	-4
41	CCc1ccccc1N=C1SCC(=O)N1C	4	0.0	-1	2.4	3
42	Cc1ccc(-n2nc3c(c2NC(=O)CCC2CCCCC2)CS(=O)C3)cc1 (configuration not stated)	1	-0.2	-5	-3.5	2
43	Cc1c(NC(=O)c2ccc(S(=O)(=O)N(C)c3ccccc3)cc2)c(=O)n(-c2ccccc2)n1C	3	-0.5	-5	-0.2	11
44	CCn1c(NCc2c[nH]c3ccccc23)nc2ccccc21	x	-0.3	x	0.9	-19
45	O=C(Nc1cccc(F)c1)C1CCN(C(=O)c2ccc(Cl)cc2)CC1	-4	-0.2	-5	-0.2	7

no.	APP 5'UTR act	NF-kB expr up	FLuc act counter	HMGR II inh	STAT1 act
31	12	0.98	1	-1	83
32	-10	0.89	1	1	107
33	-2	1.2	1	-3	102
34	22	0.73	1	0	102
35	12	0.99	1	-1	105
36	-10	1	1	1	101
37	3	1.3	1.1	-1	94
38	15	x	1	-1	95
39	17	1.8	0.9	1	111
40	4	1.3	1.1	3	99
41	-3	1.1	1	-1	96
42	-2	0.86	1.1	3	96
43	-11	1	1	0	95
44	19	x	x	x	110
45	-7	0.94	1.1	-7	99

# Carrying on:
no.	molecule	G6PDH CS	Hsp70 act	FLuc inh counter	DTT redox prof	APP 5UTR inh
46	Clc1ccc2nc(SCc3nnc(-c4ccccc4)o3)[nH]c2c1	12	0.0	-8	-0.5	-8
47	CN(C)C1(CNC(=S)Nc2ccccc2C(F)(F)F)CCCCC1	10	0.3	-4	0.3	-4
48	CCN(CC)CCNc1nc(-c2ccccc2)nnc1C(F)(F)F	7	-0.3	1	2.5	-5
49	C=CCn1c(=O)n(C(=O)OCC)c2cc(Br)ccc21	-3	-0.4	0	-1.1	-6
50	CCC1CCCCN1C(=O)Nc1cccc(NC(=O)N2CCCCC2CC)c1 (configuration not stated)	3	-0.4	7	1.7	-2
51	CC(=O)Nc1nc2ccccc2n1CCOc1ccccc1	-3	-0.3	-1	0.5	8
52	O=C(CCc1ccccc1)NCC1OCCc2ccccc21 (configuration not stated)	8	-0.1	-6	0.3	-2
53	Cc1cccc(-c2nc(C#N)c(N3CCCCCC3)o2)c1	1	1.0	-3	2.5	-25

no.	APP 5'UTR act	NF-kB expr up	FLuc act counter	HMGR II inh	STAT1 act
46	8	0.88	1.1	-8	92
47	4	0.97	1	0	103
48	5	1.1	1	-1	101
49	6	1.1	1	1	101
50	2	1	0.9	-4	101
51	-8	1.1	1	1	98
52	2	1.1	1.1	6	105
53	25	2.2	1	-4	114

# Sorted by heavy-atom count (smallest number first): part of the list above.
no.	molecule	G6PDH CS	Hsp70 act	FLuc inh counter	DTT redox prof	APP 5UTR inh
41	CCc1ccccc1N=C1SCC(=O)N1C	4	0.0	-1	2.4	3
16	COc1ccc2[nH]c3ccc(OC)cc3c2c1	2	-0.2	3	-2.0	-5
6	O=[N+]([O-])c1cc(Br)cc(/C=N/n2cnnc2)c1O	10	0.4	-7	-0.2	-30
1	O=c1cc(-c2ccc(O)cc2)oc2ccc(O)cc12	0	0.2	26	0.1	-60
10	CCOc1nc(C)cc(C)c1S(=O)(=O)c1cccc(C)c1	13	-0.1	-7	-1.1	3
21	CC(c1ccccc1)C(CC(=O)O)C(=O)NC1CCCCC1 (configuration not stated)	0	-0.1	-3	-0.8	11
46	Clc1ccc2nc(SCc3nnc(-c4ccccc4)o3)[nH]c2c1	12	0.0	-8	-0.5	-8
9	COc1ccc(F)cc1C(=O)C1CCCN(C(=O)c2ocnc2C)C1 (configuration not stated)	12	-0.3	4	-0.3	15
23	Cc1ccc(NC(=O)c2ccc(S(=O)(=O)NCC3CCCO3)cc2)cc1 (configuration not stated)	3	-0.2	0	-0.2	10
31	Cc1cccc(NS(=O)(=O)c2ccc3nc(-c4ccccc4)[nH]c3c2)c1C	5	-0.3	-4	0.3	-12
7	Cc1ccc(Cn2c(CN3CC(C)OC(C)C3)nc3c2c(=O)[nH]c(=O)n3C)cc1 (configuration not stated)	0	-0.2	-4	-0.3	9
34	Cc1ccc(NC(=O)CSc2nn(-c3ccc(Cl)cc3)c(=S)s2)cc1S(=O)(=O)N(C)C	-12	-0.3	-1	0.2	-22

no.	APP 5'UTR act	NF-kB expr up	FLuc act counter	HMGR II inh	STAT1 act
41	-3	1.1	1	-1	96
16	5	1.3	1	0	114
6	30	1	1.1	-4	97
1	60	4.1*	0.7	4	150*
10	-3	0.88	1.1	-3	96
21	-11	1.1	1	-6	105
46	8	0.88	1.1	-8	92
9	-15	1.1	1	1	100
23	-10	1.1	1	-6	95
31	12	0.98	1	-1	83
7	-9	1.4	1	-5	91
34	22	0.73	1	0	102

# Not a hit list, and some 5.3% of all compounds hit somewhere here.
